Compound activity: PubChem BioAssay, National Center for Advancing Translational Sciences (NCATS)
Vif-A3G inh: qHTS for Inhibitors of Vif-A3G Interactions: qHTS; HeLa A3G-eYFP + Vif (tagged APOBEC3G with the HIV-1 protein that degrades it), YFP fluorescence, overnight; 410,000 compounds, 0.076% hits; DNA dC->dU-editing enzyme APOBEC-3G (Homo sapiens), Q9HC16; Potency, µM (titrated, usually from 46.1 µM), without a hit: at the top dose activity, negative = active, actives largely listed as inhibitors;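 also: potency is read from the fitted curve at half-maximal effect; % is scaled to controls: 0 for no effect and ±100 for the full control effect; nearly all actives have a fitted effect of over 60% in size; hits raise eYFP signal because A3G escapes Vif-driven loss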
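HeLa cells stably expressing Vif and C-terminally eYFP-tagged A3G, seeded overnight at 37 deg C, then exposed to compound by pintool overnight at 37 deg C. Rise in yellow fluorescence (Ex 488/Em 500-530, Acumen) marks blocked Vif-driven A3G degradation.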
RXFP1 agonist: qHTS Assay for Agonists of the Relaxin Receptor RXFP1; Relaxin receptor 1 (Homo sapiens), Q9HBX9; HEK293T-RXFP1 cAMP TR-FRET, 30 min; response scale: percent of porcine relaxin response, buffer zero; Potency, µM (titrated, usually from 57.5 µM), without a hit: at the top dose activation, hits mostly activators; 370,000 compounds, 0.3% hits; also: potency is read from the fitted curve at half-maximal effect; % is scaled to controls: 0 for no effect and ±100 for the full control effect; nearly all actives have a fitted effect of over 60% in size; many of its hits are not listed in these tables
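cAMP rise read by TR-FRET after 30 min, 37C compound exposure (up to 58 uM) in RXFP1-transfected HEK293 cells with Ro 20174 present. EC50 from Hill-equation fits, with 29 nM porcine relaxin as 100% and buffer as basal.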
Vif-A3F inh: qHTS for Inhibitors of Vif-A3F Interactions: qHTS; HeLa A3F-eYFP + Vif (tagged APOBEC3F with the HIV-1 protein that degrades it), YFP fluorescence increase; Potency, µM (series often up to 46.1 µM), for inactives: at the highest dose activity, negative = active; 390,000 compounds, 0.2% hits; also: potency is read from the fitted curve at half-maximal effect; % of control where 0% means no effect; nearly all actives have a fitted effect of over 65% in size
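HeLa cells stably expressing Vif plus C-terminally eYFP-tagged A3F were seeded, incubated overnight at 37 deg C, dosed with compound, incubated overnight again at 37 deg C. Yellow fluorescence (Ex 488/Em 500-530) reported blocked Vif-mediated A3F-eYFP degradation.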
D1 potentiator: Potentiators of Human D1 Dopamine Receptor: qHTS; 360,000 compounds, 0.036% hits; potentiation, % at 10 µM; HEK293 TREx D1 cells, calcium flux, dopamine EC20 potentiation; in the data active = potentiation above about 30%; also: 0% is about no effect
Target sequence (P21728 whole entry, looked up): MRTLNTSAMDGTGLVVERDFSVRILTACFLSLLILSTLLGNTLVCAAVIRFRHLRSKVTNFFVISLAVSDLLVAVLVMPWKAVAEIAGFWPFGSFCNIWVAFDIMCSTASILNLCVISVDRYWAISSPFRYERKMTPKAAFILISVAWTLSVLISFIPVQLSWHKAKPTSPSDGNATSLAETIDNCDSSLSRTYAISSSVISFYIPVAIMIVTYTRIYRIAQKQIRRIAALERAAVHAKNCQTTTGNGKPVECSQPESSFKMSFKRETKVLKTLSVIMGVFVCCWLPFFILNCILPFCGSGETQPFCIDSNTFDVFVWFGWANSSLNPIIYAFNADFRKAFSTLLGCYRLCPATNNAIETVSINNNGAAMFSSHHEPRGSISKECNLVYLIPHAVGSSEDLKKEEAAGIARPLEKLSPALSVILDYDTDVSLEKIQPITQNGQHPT
LDHA block: qHTS assay for inhibitors of human lactate dehydrogenase; AID 1347041, 2019; purified LDHA, NADH/diaphorase-resazurin fluorescence; stronger effect = lower value; L-lactate dehydrogenase A chain (Homo sapiens), P00338; activity change, % (values are at about 110 or 230 µM); 480,000 compounds, 0.15% hits; in the data active = activity change below about -30%; inconclusive = mostly about -25% to -30%;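 also: plate controls were DMSO wells for no effect and wells without enzyme for full effect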
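Resorufin fluorescence (ex540/em590), read at 0 and 20 min after diaphorase/resazurin addition, reports the NADH left after a 5 min room-temperature reaction of 2 nM human LDH5 with 0.06 mM NADH and 0.2 mM pyruvate.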
D1 agonist: Allosteric Agonists of the Human D1 Dopamine Receptor: qHTS; 360,000 compounds, 1% hits; activation, % at 2 µM; D(1A) dopamine receptor (Homo sapiens), P21728; AID 504660, 2011; HEK293 T-REx D1 cells, calcium flux, agonist mode; in the data active = activation above about 30%; also: 0% is about no effect
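Tetracycline-induced HEK293 TREx D1 cells, force-coupled to calcium signalling, were dye-loaded with a no-wash calcium kit. Compound was pin-added after a 10 s baseline. Fluorescence was read kinetically at 1 cycle/s for 180 s, with calcium rises flagged as agonism.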
D1 antagonist: Antagonist of Human D 1 Dopamine Receptor: qHTS; D(1A) dopamine receptor (Homo sapiens), P21728; HEK293 TREx D1 cells, calcium flux, dopamine EC80; stronger effect = lower value; activity change, negative = inhibition, % at 10 µM; 360,000 compounds, 3.2% hits; in the data active = activity change below about -30%; also: % is scaled to controls: 0 for no effect and ±100 for the full control effect
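HEK293 T-REx cells expressing inducible, force-coupled D1 receptor; no-wash Ca dye, 30–90 min RT. Cmpd → 180 s read at 1 Hz → EC80 DA → 180 s read.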
Glioma ERSR ind: qHTS for Inducers of the Endoplasmic Reticulum Stress Response (ERSR) in Human Glioma: qHTS; U87-MG GRP78 promoter luciferase reporter, 16 h; Potency, µM, for inactives: at the highest dose activation, usual class: activators; 420,000 compounds, 0.02% hits; AID 602332, 2012; also: potency is read from the fitted curve at half-maximal effect; series mostly up to about 76 µM; % of control where 0% means no effect; nearly all actives have a fitted effect of over 35% in size
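ERSR induction read as luciferase luminescence (Bright-Glo, 10 min at room temperature) in stably transfected human U87-MG glioma cells exposed to compounds for 16 h, using GRP78 as sensor.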
D2 potentiator: HTS Assay for Positive Allosteric Modulators of the Human D2 Dopamine Receptor: Primary Screen for Potentiators. D(2) dopamine receptor (Homo sapiens), P14416. HEK293 T-REx D2, calcium flux, EC20 dopamine potentiation. potentiation, % at 10 µM. 340,000 compounds, 0.34% hits;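 active = potentiation over 3 SD above the plate norm, cut at about 30% in these data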; also: 0% is about no effect
Target sequence (P14416 whole entry, looked up): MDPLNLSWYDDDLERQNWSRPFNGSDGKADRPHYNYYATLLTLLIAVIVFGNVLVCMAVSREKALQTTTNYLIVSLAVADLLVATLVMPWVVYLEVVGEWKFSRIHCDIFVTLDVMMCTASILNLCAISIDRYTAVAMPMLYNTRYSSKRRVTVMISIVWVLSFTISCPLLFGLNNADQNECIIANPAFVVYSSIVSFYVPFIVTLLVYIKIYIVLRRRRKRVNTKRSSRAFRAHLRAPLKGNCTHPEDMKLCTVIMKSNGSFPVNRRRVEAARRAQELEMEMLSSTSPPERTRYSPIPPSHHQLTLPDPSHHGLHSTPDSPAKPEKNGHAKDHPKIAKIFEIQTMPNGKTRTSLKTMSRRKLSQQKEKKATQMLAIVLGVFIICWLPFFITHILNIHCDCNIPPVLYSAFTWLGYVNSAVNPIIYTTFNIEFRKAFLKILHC
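Potentiation of an EC20 dopamine calcium response measured kinetically over 180 s, after a preceding 180 s compound-only read flagging agonists. Cells: inducible Hek293 Trex D2 line, 4000/well, cultured overnight at 30 C before dye loading.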
The depositor's hits bear a star; ? = inconclusive; / = not tested or not shown; & = joins results of further samples. Unless noted, calls follow the shape of the dose curve; as a rule, active = well fitted curve in the direction sought with a large enough effect; inconclusive = small, poorly fitted or top-dose-only effect, or another doubt; inactive = no such curve, though single readings can be large; an effect the other way counts as inactive or inconclusive. An excerpt (hit frequency here may not be typical).

SMILES	Vif-A3G inh	RXFP1 agonist	Vif-A3F inh	D1 potentiator	LDHA block	D1 agonist	D1 antagonist	Glioma ERSR ind	D2 potentiator
O=C(Cn1nnc(-c2ccccc2F)n1)Nc1ccc(C(=O)N2CCOCC2)cc1	-8%	-0.6%	-8%	-7	3	5	4	-1%	-1
COc1ccccc1NC(=S)N1CCN(c2ncccn2)CC1	1%	0.0%	-5%	-6	-11	-1	/	-1%	8
CCOC(=O)c1cccc(NC(=O)c2c(NCc3ccccc3)[nH]c(=O)[nH]c2=O)c1	?	/	-14%	/	-8	/	/	-1%	/
CCn1cc(CNc2nc3nonc3nc2N2CCCCC2)cn1	4%	-0.1%	3%	-8	-13	2	-10	-2%	8
O=C(Nc1ccc(O)c(-c2nc3ccccc3s2)c1)c1cc(=O)c2ccccc2o1	3%	0.2%	?	2	-2	1	-3	-4%	-1
COc1ccc(C(CNC(=O)Nc2ccccc2)N2CCN(C)CC2)cc1 (centres undefined)	1%	1.3%	8%	3	0	3	0	-9%	-3
CCOC(=O)N1CCN(C(=O)CSc2nnc(CNC(=O)c3c(F)cccc3Cl)o2)CC1	3%	2.2%	0%	-1	-5	-2	34	-6%	/
O=C(c1cnn(C(=O)c2ccco2)c1)c1ccccc1O	0%	/	-10%	/	-1	/	/	4%	/
Cc1ccc(C)c(N2CCN(C(=O)c3cc4sccc4n3C)CC2)c1	-1%	0.0%	-6%	7	1	3	-1	-5%	1
Cc1ccccc1-c1cc(C(=O)NCc2ccc3c(c2)OCO3)nn1CC1CC(c2cccc([N+](=O)[O-])c2)=NO1 (centres undefined)	-8%	/	-6%	/	-1	/	/	0%	/
O=C(CNC(=O)c1ccc(Br)o1)NCc1ccccc1Cl	-3%	7.3%	-5%	-3	-10	5	1	-4%	-4
O=C(c1ccc(F)c(S(=O)(=O)N2CCOCC2)c1)N1CCN(c2ncccn2)CC1	-1%	-1.3%	-2%	1	-2	2	-3	0%	16
COc1ccc(NS(=O)(=O)c2ccc(SC)cc2)cc1	-7%	0.7%	-2%	-3	-3	17	-17	2%	2
CCC(C)NC(=O)CSc1ccc(S(=O)(=O)N(C)C2CCCCC2)cn1 (centres undefined)	0%	/	-1%	/	1	/	/	-4%	/
CS(=O)(=O)c1ccc2nc(NC(=O)c3cccc(Cl)c3)sc2c1	-1%	6.4%	5%	-4	-5	2	3	0%	-3
COc1ccc(-c2ccc3c(N)c(C(=O)c4cccc(OC)c4)sc3n2)cc1	-4%	7.3%	-5%	-6	-3	10	7	0%	2
CC(C)CNC(=O)COC(=O)c1ccc(F)cc1Cl	0%	0.8%	15%	-6	-7	0	13	1%	-4
O=C(Nc1cc(C(=O)Nc2ccccc2C(=O)O)cc(C(=O)Nc2ccccc2C(=O)O)c1)c1ccccc1	3%	0.1%	1%	-5	-17	1	14	1%	-3
CC(C)c1nnc(NC(=O)Cc2cccs2)s1	4%	-1.6%	5%	-5	-9	0	8	0%	-4
CN1C(=O)C(O)(CC(=O)c2cccnc2)c2ccccc21 (centres undefined)	1%	1.2%	-7%	1	-13&-2	1	-7	-3%	20
O=C(CN1CCCc2ccccc21)Nc1ccccc1[N+](=O)[O-]	1%	-2.7%	-16%	-1	-8	4	-14	-4%	3
CCCCC(=O)Nc1ccc(C(=O)NNC(=O)c2ccco2)cc1	-2%	0.2%	-1%	6	-2	4	9	1%	-2
CC(=O)OC1C(OC(C)=O)C2C(C)CC3OC(=O)C(C)C3CC2(C)C1OC(C)=O (centres undefined)	0%	/	1%	/	0	/	/	-3%	/
O=C(CN1CCC(C(=O)c2ccc(F)cc2)CC1)Nc1ccccc1Cl	1%	0.1%	5%	-9	3	4	-3	1%	1

Part of the list above with just D2 potentiator, LDHA block and Vif-A3G inh.
SMILES,D2 potentiator,LDHA block,Vif-A3G inh
COc1ccc(NS(=O)(=O)c2ccc(SC)cc2)cc1,2,-3,-7%
CCC(C)NC(=O)CSc1ccc(S(=O)(=O)N(C)C2CCCCC2)cn1 (centres undefined),/,1,0%

The list continues:
SMILES	Vif-A3G inh	RXFP1 agonist	Vif-A3F inh	D1 potentiator	LDHA block	D1 agonist	D1 antagonist	Glioma ERSR ind	D2 potentiator
COc1cc(S(=O)(=O)N2CCOCC2)ccc1NC(=O)COC(=O)/C=C/c1cc(OC)c(OC)c(OC)c1	0%	/	-6%	/	-7	/	/	-2%	/
C=CCSc1nnc(NC(=O)CCNC(=O)c2ccco2)s1	-1%	-1.2%	6%	-1	-4	1	-1	4%	/
O=C(C1CCCO1)N1CCN(C(=S)Nc2ccccc2)CC1 (centres undefined)	1%	-0.4%	-2%	8	-11	2	0	-1%	3
CC(C)(C)C1CCc2onc(C(=O)Nc3sc4c(c3C#N)CCCC4)c2C1 (centres undefined)	-2%	3.2%	0%	1	2	1	-16	-2%	-10
COc1ccccc1CNC(=O)CCCn1c(=O)c2ccccc2n(Cc2ccccc2C#N)c1=O	0%	0.3%	1%	2	5&0	-2	-24	-1%	5
Cc1ccc(NC(=O)C2CCCN(S(=O)(=O)c3cccc4cccnc34)C2)cc1 (centres undefined)	-4%&4%	0.5%&0.3%	-6%&1%	-5&-1	-3&-5	0&4	4&4	0%&-5%	8&7
Cc1ccc2nc(-c3cccc(NC(=O)c4ccc(Br)o4)c3)oc2c1	-9%	0.7%	1%	0	0&2	0	7	1%	9
Cc1c(NC(=O)C(C)OC(=O)c2cccc([N+](=O)[O-])c2)c(=O)n(-c2ccccc2)n1C (centres undefined)	3%	2.2%	1%	-2	0	6	-2	-4%	0
OC[C@@H]1[C@@H](c2ccccc2)C(c2ccc(F)cc2)=NN1c1ccccc1	-16%	/	2%	/	2	/	/	-2%&-4%	/
CCOC(=O)c1c(-c2ccccc2)csc1NC(=O)c1nc(SCC)ncc1Cl	3%	-1.4%	-1%	-1	1	5	-11	-2%	6
O=[N+]([O-])/C=C1\CCCCCN1	0%	-1.6%	-3%	-7	-2	1	-4	-5%	16
O=C(COC(=O)CCc1ccccc1)NC1CCS(=O)(=O)C1 (centres undefined)	5%	0.9%	-1%	5	-4	4	1	-3%	/
Cc1ccc(C(=O)CSc2nnc(-c3ccc4[nH]c(C)c(C)c4c3)o2)cc1C	1%	2.0%	-25%	-1	-2	2	3	-2%	0
CCOc1ccc(OCC)c(-c2c(=O)n(OCc3ccccc3Br)c3ccccc3[n+]2[O-])c1	-2%	0.6%	-5%	-3	-2	7	-12	1%	-8
CC(C)C(=O)Nc1c(-c2cccc(Cl)c2)c(=O)c2ccccc2n1C	2%	-1.8%	1%	6	-7	5	-17	1%	/
Cc1ccc(-n2c(=O)[nH]c3c(C(N)=O)nc(-c4ccc(C)o4)nc32)cc1	-12%	3.1%	4%	3	1	0	17	1%	-7
Cc1ccc2c(=O)cc(C(=O)Nc3c(C(=O)Nc4cccc(Cl)c4)oc4ccccc34)oc2c1	0%	0.8%	-5%	3	-1	-2	-46*	4%	5
Cc1ccccc1OCC(=O)NNC(=O)CN1C(=O)c2ccccc2C1=O	-5%	0.0%	-11%	-4	-6	5	8	-1%	-5
CCc1ccc(NC(=O)CSc2nnnn2-c2cccnc2)cc1	0%	-1.1%	1%	-2	-8	2	10	0%	12
C=CCNc1nc(SC)nc2ccsc12	-3%	0.2%	4%	-8	-3	1	-8	-4%	-4
COc1ccccc1NC(=O)c1cc(S(=O)(=O)N2CCN(c3ccccc3Cl)CC2)ccc1F	-3%	0.2%	1%	0	-8	-1	-7	-3%	/
Cc1ccc(-c2cn3c(n2)CCCC3)cc1	0%	3.0%	2%	-4	1	7	-4	-7%	-7
O=C(OCc1ccccc1)c1ccccc1	1%	/	-2%	/	-3	/	/	-1%&-2%&-4%	/
CCOC(=O)C1CCN(C(=O)C2COc3ccccc3C2)CC1 (centres undefined)	3%	1.1%	2%	1	-10	1	8	-3%	-2
Cc1nn(CC(=O)N2CCCCC2)c(=O)c2cc3occc3n12	3%	3.1%	-4%	1	0	3	-2	-3%	7
CN(CCc1ccccc1)C(=O)c1cccc(NC(=O)Cc2cccc(NC(=O)C3CCCN(C(=O)CCc4ccccc4)C3)c2)c1 (centres undefined)	4%	/	3%	/	1	/	/	-1%	/
CCN1CCN(c2ccc(S(=O)(=O)N3CCOCC3)cc2NC(=O)C(C)Oc2ccc(F)cc2)CC1 (centres undefined)	0%	1.3%	-4%	-2	-6	3	4	-1%	8
Cc1ccc(CNC(=O)CCCn2nc(C)n3ccnc3c2=O)cc1	-3%	16µM*	1%	-3	-8	3	-2	-1%	21
COc1ccccc1OCc1nc(C#N)c(NCc2ccc(C)cc2)o1	-2%	-4.4%	11%	-8	8	13	-21	-1%	15
COc1cccc2c1OCC(CN1CCN(CCC(C)C)C(CCO)C1)=C2 (centres undefined)	0%	0.9%	-13%	6	3	3	-30*	0%	-2
Cc1ccc(/C=c2\sc3nc(-c4cccs4)nn3c2=O)o1	-1%	1.8%	?	1	1	1	-11	-6%	5
CN(C)c1ccc(N=Cc2cccn2C)cc1	-1%	-2.8%	-7%	-6	8	2	-22	-6%	31*
COc1cccc(C(=O)NCCS(=O)(=O)N2CCC3(CC2)OCCO3)c1	2%	0.7%	4%	6	-4	0	12	-5%	12
